Compound activity: PubChem, National Center for Advancing Translational Sciences (NCATS)
GoLoco inh red = qHTS Assay for Inhibitors of RGS12 GoLoco Motif Activity (Red Fluorophore); Guanine nucleotide-binding protein G(i) subunit alpha-1 (Homo sapiens), P63096; Gai1:RGS12 GoLoco peptide FP, rhodamine, 10 min; Potency, µM (highest dose often 61.6 µM), without a hit: top-dose activity, negative = inhibition, most hits filed as inhibitors; 230,000 tested, 0.44% active; AID 880, 2007; active = well fitted inhibition curve with a large enough effect, not every such curve was filed as active; inactive = no such curve, though single readings can be large or run the other way; also: nearly all actives have a fitted effect of over 30% in size; many of its hits are not listed in these tables
Target sequence (P63096 whole entry, looked up): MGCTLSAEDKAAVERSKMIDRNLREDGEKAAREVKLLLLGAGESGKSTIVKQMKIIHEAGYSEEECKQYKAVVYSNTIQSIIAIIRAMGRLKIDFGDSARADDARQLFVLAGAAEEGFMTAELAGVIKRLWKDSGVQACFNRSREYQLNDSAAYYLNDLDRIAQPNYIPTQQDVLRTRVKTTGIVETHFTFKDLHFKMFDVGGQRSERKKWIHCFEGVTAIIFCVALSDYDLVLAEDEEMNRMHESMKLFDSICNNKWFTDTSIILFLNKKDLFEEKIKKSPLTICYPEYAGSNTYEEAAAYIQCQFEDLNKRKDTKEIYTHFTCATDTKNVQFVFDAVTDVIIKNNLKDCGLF
aGlu spleen mod = qHTS Assay for Inhibitors and Activators of Human alpha-Glucosidase From Spleen Homogenate. Lysosomal alpha-glucosidase (Homo sapiens), P10253. human spleen homogenate, 4-MU-alpha-glucoside fluorescence. Potency, µM (titrated, usually from 79.9 µM), for the others: at the top dose activity change, negative = inhibition, hits mostly inhibitors. 240,000 tested, 0.006% active. AID 2112, 2009;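 also: 0% = enzyme with vehicle and -100% = no enzyme basal signal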
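Human spleen homogenate (1 ug) with 4-methylumbelliferyl-alpha-D-glucopyranoside (1 mM final) in 50 mM citrate/phosphate pH 5.0, 0.01% Tween-20; 40 min at 37 C. Stopped at pH 10; 4-MU fluorescence Ex 365/Em 440 nm; AC50 by Hill fit.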
RECQ1 helicase = qHTS Assay for Inhibitors of RecQ-Like Dna Helicase 1 (RECQ1). ATP-dependent DNA helicase Q1 (Homo sapiens), P46063. RECQ1 DNA unwinding, red fluorescence kinetic read. Potency, µM (highest dose often 57.3 µM), without a hit: top-dose activity, negative = inhibition, most hits filed as inhibitors. 240,000 tested, 0.54% active. AID 2549, 2010;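 also: plate controls were vehicle for no effect and no enzyme for full effect; nearly all actives have a fitted effect of over 30% in size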
Target sequence (P46063 whole entry, looked up): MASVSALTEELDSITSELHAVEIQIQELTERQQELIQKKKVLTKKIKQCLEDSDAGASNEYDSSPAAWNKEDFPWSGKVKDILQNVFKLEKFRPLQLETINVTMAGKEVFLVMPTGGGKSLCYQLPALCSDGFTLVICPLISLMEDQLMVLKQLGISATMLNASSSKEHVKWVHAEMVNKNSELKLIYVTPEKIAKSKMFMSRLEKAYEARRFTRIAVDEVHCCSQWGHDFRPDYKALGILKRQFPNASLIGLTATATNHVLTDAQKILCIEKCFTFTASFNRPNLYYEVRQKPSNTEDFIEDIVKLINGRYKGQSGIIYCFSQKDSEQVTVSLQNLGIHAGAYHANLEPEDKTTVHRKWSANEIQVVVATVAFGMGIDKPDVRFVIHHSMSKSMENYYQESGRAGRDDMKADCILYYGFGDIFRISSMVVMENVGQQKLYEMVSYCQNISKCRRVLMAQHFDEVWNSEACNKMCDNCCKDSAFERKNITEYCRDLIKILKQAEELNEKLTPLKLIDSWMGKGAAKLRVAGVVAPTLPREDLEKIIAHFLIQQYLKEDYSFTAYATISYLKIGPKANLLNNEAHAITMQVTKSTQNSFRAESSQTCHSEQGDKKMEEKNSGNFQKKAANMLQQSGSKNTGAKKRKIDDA
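50 nM RECQ1T1 preincubated 15 min with compound in Tris pH 8.0 buffer with MgCl2, DTT, Tween-20 and 2.5 ug/ml poly(dI-dC); started with 200 nM TAMRA/BHQ-2 forked duplex and 2 mM ATP. Unwinding read as fluorescence (525/598 nm), two reads 2 h apart.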
GAA inh = qHTS Assay for Inhibitors of Human alpha-Glucosidase as a Potential Chaperone Treatment of Pompe Disease; purified human GAA, 4-MU-alpha-glucoside fluorescence; Potency, µM (highest dose often 76.9 µM), without a hit: at the top dose activity change, negative = inhibition, hits mostly inhibitors; 200,000 tested, 0.005% active; AID 1466, 2008;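 also: plate controls were uninhibited enzyme wells for no effect and no-enzyme background for full effect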
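Activity normalized between no-enzyme (basal) and enzyme-only wells. Conditions: 4 nM human enzyme, 400 uM fluorogenic substrate, citrate/phosphate pH 5.0 with Tween-20, 20 min room temperature, compounds up to 77 uM.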
L3MBTL1 block = qHTS Assay for the Inhibitors of L3MBTL1 | AID 485360, 2010 | Potency, µM (top dose mostly 57.1 µM), inactives show at the highest dose activity, negative = inhibition, usual class: inhibitors | 230,000 tested, 0.66% active | Lethal(3)malignant brain tumor-like protein 1 (Homo sapiens), Q9Y468 | AlphaScreen L3MBTL1–H3K9me1 peptide binding; also: nearly all actives have a fitted effect of over 60% in size
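L3MBTL1 (50 nM) pre-complexed 30 min with biotinylated H3(1-15)K9me1 peptide (75 nM), then compounds added for 30 min at room temperature; AlphaScreen streptavidin donor/nickel chelate acceptor beads (10 ug/mL final) read after 30 min dark incubation.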
GAA glycogen mod = qHTS Assay for Inhibitors and Activators of Human alpha-Glucosidase Cleavage of Glycogen | 300,000 tested, 0.38% active | Lysosomal alpha-glucosidase (Homo sapiens), P10253 | Potency, µM (top dose mostly 76.4 µM), for the others: at the top dose activity change, negative = inhibition, most hits filed as inhibitors | AID 2100, 2009 | recombinant GAA, glycogen substrate, Amplex Red glucose oxidase fluorescence;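 also: 0% = full enzyme reaction and -100% = no-enzyme basal signal; the screen sought inhibitors and activators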
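qHTS, 1536-well; enzyme 4 nM final; cpd up to 77 uM; substrate bovine liver glycogen 30 ug; 50 mM citrate/phosphate pH 5.0, 0.01% Tween-20; 37 C, 40 min; Amplex Red detection 45 min RT; Hill fit → AC50.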
TexasRed fluor = Total Fluorescence Counterscreen for Inhibitors of the Interaction of Thyroid Hormone Receptor and Steroid Receptor Coregulator 2 | TRb/SRC2 Texas Red total fluorescence interference | Potency, µM (series often up to 106 µM), for inactives: at the highest dose fluorescence change, negative = quenching | 280,000 tested, 0.29% active | AID 1479, 2009; active = well fitted curve in either direction with a large enough effect; inconclusive = small, poorly fitted or top-dose-only effect
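Human TRβ ligand-binding domain (0.6 uM) and Texas Red SRC2 peptide (20 nM) in Tris buffer with 1 uM T3 and 5% DMSO were incubated with pinned compound for 5 hr at ambient temperature. Total fluorescence was computed as S + 2P (555/632 nm).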
TRb SRC2 PPI = qHTS for Inhibitors of the Interaction of Thyroid Hormone Receptor and Steroid Receptor Coregulator 2; TRbeta-SRC2 peptide binding, fluorescence polarization; receptor liganded with 1 µM T3; Potency, µM (titrated, usually from 106 µM), inactives show top-dose activity change, negative = inhibition, most hits filed as inhibitors; 280,000 tested, 0.065% active; AID 1469, 2008;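 also: plate controls were bound peptide for no effect and peptide without receptor for full effect; nearly all actives have a fitted effect of over 50% in size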
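Fluorescence polarization of 20 nM Texas Red SRC2 peptide with 0.6 uM human TRb ligand-binding domain, in Tris buffer with 1uM T3 and 5% DMSO. Incubated 5 hr ambient; normalized to unbound and bound controls.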
Starred values were filed as active, the others as inactive; i = inactive; ? = inconclusive; nt = no result given; & = joins results of further samples; [ ] = another dose, or the depositor's remark. Unless noted, calls follow the shape of the dose curve; as a rule, active = well fitted curve in the direction sought with a large enough effect; inconclusive = small, poorly fitted or top-dose-only effect, or another doubt; inactive = no such curve, though single readings can be large; an effect the other way counts as inactive or inconclusive. Unless noted, % is scaled to controls: 0 for no effect and ±100 for the full control effect; potency is read from the fitted curve at half-maximal effect.

item	SMILES	RECQ1 helicase	aGlu spleen mod	TRb SRC2 PPI	L3MBTL1 block
1	Cc1c(NC(=S)NC(NC(=O)CC(C)C)C(Cl)(Cl)Cl)c(=O)n(-c2ccccc2)n1C (stereo not drawn)	0%	6%	-1%	11%
2	Cc1ccc(C2C(=O)N(C3CCC(C)CC3)CC(=O)N2C2CC2)cc1 (stereo not drawn)	-2%	2%	-1%	10%
3	O=C(CSc1nnnn1-c1ccc2c(c1)OCCO2)N1CCN(C(=O)c2ccco2)CC1	8%	-4%	8%	5%
4	O=C(/C=C/c1ccc([N+](=O)[O-])cc1)NCCc1ccccc1	2%	-3%	0%	5%
5	Cn1c2[n+](c3ccc(Cl)cc3c1=O)Cc1ccccc1-2	-9%	-8%	-1%	nt
6	COC(=O)C1CCN(C(=O)COC(=O)CC(NC(C)=O)c2ccccc2)CC1 (stereo not drawn)	-3%	-2%	11%	nt
7	CC(C)CN(C(=O)CN1CCN(c2cccc(Cl)c2)CC1)c1c(N)n(CC(C)C)c(=O)[nH]c1=O	i	-5%	-7%	nt
8	Cc1ccc(N(Cc2cc3ccccc3[nH]c2=O)S(C)(=O)=O)cc1	-1%	-16%	-4%	nt

item	GoLoco inh red	TexasRed fluor	GAA inh	GAA glycogen mod
1	1%	1%	-2%	0%
2	nt	-2%	-14%	3%
3	-8%	1%	-26%	-2%
4	13%	-3%	1%	7%
5	11%	0%	3%[15.4 µM]	-2%
6	8%	-2%	4%	-5%
7	2%	2%	-3%	-21%
8	-4%	0%	9%	7%

The list goes on.
item	SMILES	RECQ1 helicase	aGlu spleen mod	TRb SRC2 PPI	L3MBTL1 block
9	O=C(COc1ccccc1)Nc1nnc(-c2ccccc2)o1	-11%	4%	-4%	nt
10	CC1CCC2C(=O)N(c3ccc(Cc4ccncc4)cc3)C(=O)C2C1 (stereo not drawn)	-1%	-1%	-2%	3%
11	COc1ccccc1CNC(=O)C(NC(=O)c1ccccc1)C(C)C (stereo not drawn)	i	10%	4%	-2%
12	C=CCNC(=O)c1ccccc1NC(=O)c1ccc(Cl)c(S(=O)(=O)Nc2ccccc2)c1	-6%	-7%	-1%	-1%
13	Cc1ccnc2nc(C(=O)N3CCN(S(=O)(=O)c4ccccc4)CC3)nn12	-16%	-9%	-11%	4%
14	Cc1cccc(CSc2cn(CC(=O)N3CCOCC3)c3ccccc23)c1	-7%	2%	-8%&1%	-11%
15	O=C(C1CCC1)N1CCc2cc(S(=O)(=O)Nc3ccc4c(c3)OCO4)ccc21	-1%	-15%	4%	-3%
16	O=C(N/N=C/c1c[nH]c2ccccc12)C1CC1c1ccccc1 (stereo not drawn)	-10%	-7%	3%	3%

item	GoLoco inh red	TexasRed fluor	GAA inh	GAA glycogen mod
9	5%	-1%	1%	17%
10	5%	0%	2%	16%
11	2%	1%	-5%	-2%
12	4%	-7%	-2%	-13%
13	12%	0%	-4%	1%
14	6%	-3%&-5%	-6%	-9%[76.3 µM]
15	6%	-1%	-9%	-6%
16	nt	-6%	-14%	7%

The listing continues:
item	SMILES	RECQ1 helicase	aGlu spleen mod	TRb SRC2 PPI	L3MBTL1 block
17	O=C(CCCC(=O)OCC1CCCO1)OCC1CCCO1 (stereo not drawn)	-5%	1%	11%	nt
18	C/C(=N\NC(=O)NC1CCCCC1)c1ccco1	-4%	5%	-2%	2%
19	O=C(Nc1ccccc1C(=O)NCCCn1ccnc1)c1ccc(Cl)cc1Cl	10%	-1%	5%	-2%
20	Cc1ccc2cc(N)ccc2n1	i	5%	-3%	-9%
21	Cc1ccc([C@H]2C(C#N)=C(N)Oc3cc(C)oc(=O)c32)o1	i	nt	9%	-25%
22	CCOc1ccc(NC(=O)C2CCCN(C(=O)NCc3ccccc3)C2)cc1 (stereo not drawn)	0%	-8%	-11%	-1%
23	O=C(CCNC(=O)Cn1ccc2ccccc2c1=O)NCCCN1CCN(c2ccccc2F)CC1	i	6%	-1%	-3%
24	CCC(C)NC(=O)c1ccc2c(c1)N(Cc1ccccc1)C(=O)CS2 (stereo not drawn)	-2%	nt	8%	-6%

item	GoLoco inh red	TexasRed fluor	GAA inh	GAA glycogen mod
17	3%	-1%	-4%	3%
18	10%	-4%	-1%	?
19	-7%	-2%	1%	1%
20	19%	-1%	?	22%
21	4%	-1%	-7%	-3%
22	5%	-1%	?	1%
23	nt	-5%	-3%	17%
24	2%	-2%	-4%	4%

The last three records of the part before open the next one.
item	SMILES	RECQ1 helicase	aGlu spleen mod	TRb SRC2 PPI	L3MBTL1 block
22	CCOc1ccc(NC(=O)C2CCCN(C(=O)NCc3ccccc3)C2)cc1 (stereo not drawn)	0%	-8%	-11%	-1%
23	O=C(CCNC(=O)Cn1ccc2ccccc2c1=O)NCCCN1CCN(c2ccccc2F)CC1	i	6%	-1%	-3%
24	CCC(C)NC(=O)c1ccc2c(c1)N(Cc1ccccc1)C(=O)CS2 (stereo not drawn)	-2%	nt	8%	-6%
25	O=C(CN1CCCCC1)N1c2ccccc2Sc2ccc(C(F)(F)F)cc21	-3%	-5%	-5%	-17%
26	CC(C)(C)OC(=O)NCCCCC1=CC2=CC(=O)C(C)(OC(=O)CCc3ccccc3)C(=O)C2=CO1 (stereo not drawn)	-7%	-5%	-6%	nt
27	CC(=O)Nc1cc(-c2nn(CC(=O)N3CCCCC3)c(=O)c3ccccc23)ccc1N1CCOCC1	i	-9%	0%	nt
28	C(=N\Nc1nc(Nc2ccccc2)nc(Nc2ccccc2)n1)/c1ccncc1	i	6%	-6%	-15%
29	CCS(=O)(=O)c1ccc2oc(SCC(=O)Nc3ccc(OC)cc3OC)nc2c1	-2%	-3%	-7%	3%
30	COCCCNC(=S)N1CCC(NC(=O)Nc2ccc(C)cc2)CC1	i	1%	-3%	0%
31	COc1cccc(C(=O)CN(C(=O)c2ccc(Cl)c(Cl)c2)N2C(=O)c3ccccc3C2=O)c1	-7%	1%	2%	-3%
32	CC(C)C(c1nnnn1Cc1ccccc1)N1CCc2ccccc2C1 (stereo not drawn)	i	2%	-22%	nt

item	GoLoco inh red	TexasRed fluor	GAA inh	GAA glycogen mod
22	5%	-1%	?	1%
23	nt	-5%	-3%	17%
24	2%	-2%	-4%	4%
25	-4%	-1%	?	7%
26	35%[activator]	0%	nt	nt
27	7%	2%	-2%	-1%
28	50%[activator]	-2%	14%	-7%
29	6%	0%	3%	7%
30	9%	0%	12%	-4%
31	6%	-4%	2%	-2%
32	8%	1%	-3%	20%

(further entries)
item	SMILES	RECQ1 helicase	aGlu spleen mod	TRb SRC2 PPI	L3MBTL1 block
33	COc1ccc(Nc2nc(-c3cccs3)nc3ccccc23)c(OC)c1	-7%	-13%	5%	61%[activator]
34	COc1ccc(Nc2cc(C)nc3nc(C)nn23)cc1Cl	-13%	-4%	-11%	nt
35	c1ccc(SCc2nc(-c3cccnc3)no2)cc1	-11%	0%	-1%	-3%[11.4 µM]
36	CCOC(=O)C1=NN(c2ccccc2)C(=O)/C1=C\c1ccc(N(C)C)cc1	-11%	-6%	1%	-15%
37	c1ccc(Cn2nnnc2CN2CCN(Cc3ccc4c(c3)OCO4)CC2)cc1	-1%	-4%	4%	-3%
38	CCc1cccc(CC)c1NC(=O)COC(=O)Cc1ccsc1	i	1%	-7%	7%
39	Cc1cnc(NC(=O)c2sc3ccccc3c2Cl)s1	i	-1%	-2%	-3%
40	CCCCN(C)C(=O)C1CCN(Cc2ccc(OCc3ccccc3)cc2)CC1	0%	0%	-5%	11%

item	GoLoco inh red	TexasRed fluor	GAA inh	GAA glycogen mod
33	7%	-5%	-4%	-11%
34	-2%	1%	-5%	8%
35	-8%	-5%	3%	2%
36	162%[activator]	-3%	-3%	-3%
37	nt	1%	0%	8%
38	4%	1%	2%	2%
39	-1%	2%	-1%	0%
40	-1%	-3%	1%	2%

Further results
item	SMILES	RECQ1 helicase	aGlu spleen mod	TRb SRC2 PPI	L3MBTL1 block
41	COc1ccc(-n2cnnc2SCC(=O)NC2CCCc3ccccc32)cc1 (stereo not drawn)	-3%	-1%	5%	-8%
42	O=C(O)C1Cc2[nH]cnc2C(c2cccc([N+](=O)[O-])c2)N1 (stereo not drawn)	-5%	7%	-7%	-4%
43	CC1CCN(c2ccc(C(=O)Nc3ccc4c(c3)OCO4)cc2[N+](=O)[O-])CC1	-9%	-16%	9%	-23%
44	O=C1[C@H]2C(c3ccccc3)=NN(c3ccccc3)[C@H]2C(=O)N1c1ccccc1	i	?	6%	nt
45	C=CCN1C(=O)C2(NNc3ccccc3O2)c2ccccc21 (stereo not drawn)	-8%	1%	5%	nt

item	GoLoco inh red	TexasRed fluor	GAA inh	GAA glycogen mod
41	-4%	-5%	?	-2%
42	5%	-1%	3%	?
43	-5%	0%	-4%	-8%
44	3%	0%	13%	-14%
45	7%	-1%	?	?

Not all compounds are listed; count on the stated rates, not on these rows.
